HP1b binding inh: blocks HP1-beta chromodomain binding to methylated histone tails | P83916 | AlphaScreen HP1-beta / biotin-H3K9me3 peptide binding | Potency, µM (doses to about 114 µM), inactives show top-dose activity change, negative = inhibition, most hits filed as inhibitors | hit rate 0.56% among 390,000 | AID 540317; also: potency is read from the fitted curve at half-maximal effect; nearly all actives have a fitted effect of over 70% in size; inactives centre near 23
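AlphaScreen: HP1-beta (50 nM) preformed 30 min with biotin-H3(1-18)K9me3 peptide (50 nM) in PBS pH 7.4, 0.01% Tween-20. Compound added for 30 min at RT, then streptavidin donor/nickel chelate acceptor beads (10 ug/mL) for 30 min.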
PI4K2A inh: blocks human PI4K2A kinase activity; Q9BTU6; purified PI4K2A, ADP-Glo luminescence, 1 h; active compounds read low; activity change, negative = inhibition, % at 76.9 µM; hit rate 0.13% among 420,000; AID 1346378; in the data active = activity change below about -50%; inconclusive = mostly about -30% to -49%;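 also: -100% = wells without enzyme as full effect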
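PI4K2A activity was measured by ADP-Glo luminescence: enzyme (4 ug/mL stock) and phosphatidylinositol (1.2 mM stock) in Tris pH 7.5/MgCl2/EGTA/Triton X-100 buffer were reacted with ATP (300 microM stock) for one hour at ambient temperature.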
PGK inhibitor: T. brucei PGK inhibition. AID 602233. hit rate 0.043% among 380,000. PGK/GAPDH coupled, Kinase-Glo luminescence, 60 min. Potency, µM (series often up to 57.5 µM), for the others: at the highest dose activity change, negative = inhibition, hits mostly inhibitors; also: potency is read from the fitted curve at half-maximal effect; % is scaled to controls: 0 for no effect and ±100 for the full control effect; nearly all actives have a fitted effect of over 60% in size
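Luminescent ATP detection (Kinase-Glo Plus) follows a 60-minute room-temperature incubation, with wells lacking PGK as controls. Buffer: 100 mM TEA (pH 7.6), 5 mM MgCl2, 0.01% Tween-20. Coupling enzyme GAPDH (100 nM final) supplies unstable 1,3-BPG in-well.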
G9a inh: blocks human histone lysine methyltransferase G9a. AID 504332. Q96KQ7. hit rate 8.8% among 350,000. G9a H3K9 monomethylation, AlphaScreen, 2 h. Potency, µM (titrated, usually from 102 µM), for inactives: at the top dose activity, negative = inhibition, actives largely listed as inhibitors; also: potency is read from the fitted curve at half-maximal effect; % is scaled to controls: 0 for no effect and ±100 for the full control effect; nearly all actives have a fitted effect of over 75% in size
Target sequence (Q96KQ7 913-1193 limits assumed): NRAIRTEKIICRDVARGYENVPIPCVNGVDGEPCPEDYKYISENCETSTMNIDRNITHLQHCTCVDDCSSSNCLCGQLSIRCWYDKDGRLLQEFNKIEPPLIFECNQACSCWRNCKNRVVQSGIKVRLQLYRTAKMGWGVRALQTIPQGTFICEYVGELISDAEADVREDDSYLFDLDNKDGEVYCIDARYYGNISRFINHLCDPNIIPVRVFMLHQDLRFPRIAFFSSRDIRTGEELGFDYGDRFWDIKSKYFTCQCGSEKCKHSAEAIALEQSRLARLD
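Readings reflect AlphaScreen signal from monomethyl-H3K9 antibody detection. HMT at 20 nM; substrate b-H3K9 500 nM; cofactor SAM 20 uM; 2 h RT reaction; compounds tested as titrations in qHTS with 15 min preincubation.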
BAZ2B inh: inhibitors of human BAZ2B bromodomain | AID 504333 | hit rate 4.4% among 360,000 | AlphaScreen BAZ2B-H3K14Ac peptide displacement | Q9UIF8 | Potency, µM (highest dose often 114 µM), without a hit: at the highest dose activity change, negative = inhibition, actives largely listed as inhibitors; also: potency is read from the fitted curve at half-maximal effect; % is scaled to controls: 0 for no effect and ±100 for the full control effect; nearly all actives have a fitted effect of over 60% in size
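BAZ2B (50 nM) with biotin-H3(5-23)K14Ac peptide (50 nM) in PBS pH 7.4, 0.01% Tween-20, preformed 30 min, then compound 30 min at room temperature; top concentration 110uM. AlphaScreen streptavidin donor/nickel chelate acceptor beads (10 ug/mL final), 20 min dark, signal read.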
GLS inh: blocks human kidney-isoform glutaminase activity; O94925; GLS enzymatic activity, qHTS titration; Potency, µM (top dose mostly 45.5 µM), for inactives: top-dose activity change, negative = inhibition, actives largely listed as inhibitors; hit rate 0.21% among 410,000; also: potency is read from the fitted curve at half-maximal effect; % is scaled to controls: 0 for no effect and ±100 for the full control effect
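hKGA in 45 mM KH2PO4 pH 8.2, 0.02% Tween-20 with pin-transferred compounds; 1 mM L-glutamine (stock) plus glutamate oxidase/HRP/Amplex Red coupling added. Fluorescence read initially and after 30 min at RT.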
Pin1 inh: inhibitors of human Pin1; AID 504891; Potency, µM (series often up to 115 µM), inactives show at the highest dose activity, negative = inhibition, usual class: inhibitors; Pin1 FP peptide displacement, HiFluor488, 10 min; hit rate 0.009% among 390,000; Q13526; active = well fitted inhibition curve with a large enough effect in the polarisation, with a control signal flat, not every such curve was filed as active; inconclusive = small, poorly fitted or top-dose-only effect, or effect the other way, or a change in a side signal; inactive = no such curve, though single readings can be large or run the other way; the % refers to the polarisation; also: potency is read from the fitted curve at half-maximal effect; % is scaled to controls: 0 for no effect and ±100 for the full control effect
JMJD2A Tudor inh: blocks the human JMJD2A Tudor domain | O75164 | AlphaScreen JMJD2A-Tudor / H3K4me3 peptide binding | Potency, µM (top dose mostly 114 µM), for inactives: top-dose activity change, negative = inhibition, hits mostly inhibitors | hit rate 4.4% among 390,000 | AID 504339; also: potency is read from the fitted curve at half-maximal effect; % is scaled to controls: 0 for no effect and ±100 for the full control effect; nearly all actives have a fitted effect of over 50% in size
POLH inh: blocks human DNA polymerase eta activity; Potency, µM (top dose mostly 114 µM), inactives show at the highest dose activity change, negative = inhibition, hits mostly inhibitors; Q9Y253; recombinant Pol eta, fluorescent DNA replication assay; AID 588591; hit rate 1.2% among 390,000; also: potency is read from the fitted curve at half-maximal effect; % is scaled to controls: 0 for no effect and ±100 for the full control effect
Target sequence (Q9Y253 whole entry, looked up): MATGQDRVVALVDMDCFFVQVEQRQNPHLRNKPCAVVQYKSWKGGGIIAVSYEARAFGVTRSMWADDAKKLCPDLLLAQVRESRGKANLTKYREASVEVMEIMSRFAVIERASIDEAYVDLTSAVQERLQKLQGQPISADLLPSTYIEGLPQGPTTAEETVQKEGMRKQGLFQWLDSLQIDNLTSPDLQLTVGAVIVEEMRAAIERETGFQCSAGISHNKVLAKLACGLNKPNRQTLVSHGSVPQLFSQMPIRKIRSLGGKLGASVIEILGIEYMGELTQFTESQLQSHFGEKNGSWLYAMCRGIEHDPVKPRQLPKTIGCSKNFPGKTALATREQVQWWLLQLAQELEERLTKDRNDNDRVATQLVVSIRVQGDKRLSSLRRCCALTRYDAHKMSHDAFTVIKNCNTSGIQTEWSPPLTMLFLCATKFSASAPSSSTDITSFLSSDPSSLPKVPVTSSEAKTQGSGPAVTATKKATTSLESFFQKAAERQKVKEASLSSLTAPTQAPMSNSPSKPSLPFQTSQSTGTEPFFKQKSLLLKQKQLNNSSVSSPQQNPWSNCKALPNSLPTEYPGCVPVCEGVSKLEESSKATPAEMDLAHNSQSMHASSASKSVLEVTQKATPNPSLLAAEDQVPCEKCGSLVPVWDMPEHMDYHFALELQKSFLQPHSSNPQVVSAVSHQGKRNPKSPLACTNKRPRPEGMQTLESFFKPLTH
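Pol eta at 10 nM preincubated with compounds 15 min at room temperature; reaction started with fluorescent substrate (50 nM final) and read kinetically at 0 and 10 min.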
* = called active by the depositor; i = inactive; ? = inconclusive; nt = not tested or not shown; [ ] = dose if it differs, or a comment. Unless noted, calls follow the shape of the dose curve; as a rule, active = well fitted curve in the direction sought with a large enough effect; inconclusive = small, poorly fitted or top-dose-only effect, or another doubt; inactive = no such curve, though single readings can be large; an effect the other way counts as inactive or inconclusive. Some of the compounds tested (hit frequency here may not be typical).

SMILES | HP1b binding inh | PI4K2A inh | PGK inhibitor | G9a inh | BAZ2B inh | GLS inh | Pin1 inh | JMJD2A Tudor inh | POLH inh
Cc1nn(C(=O)CNS(=O)(=O)c2ccccc2)c(C)c1Sc1ccc(Cl)cc1 | 54%[activator] | -1 | -6% | 12%[59 µM] | -2% | 10% | -9% | 0% | ?
COc1ccc(CNC(=O)Cc2c(C)c3ccc(O)cc3oc2=O)cc1 | 30% | -4 | 4% | 4%[59 µM] | -2% | 23% | -2% | 0% | -14%
CCC(CO)Nc1ccc(-c2n[nH]c(=O)c3ccccc23)cc1[N+](=O)[O-] (stereo not drawn) | 8% | -4 | -4% | -20%[2.33 µM] | ? | -6% | 2% | -32% | -14%
O=C(COc1ccc(Br)cc1)N/N=C1\SCC(=O)N1c1ccc(F)cc1 | 9% | -2 | -6% | 19% | 8% | 10% | 1% | -6% | -7%
O=C(C[C@@H]1C/C=C\CCCC(=O)OC[C@@H](c2ccccc2)NC1=O)NCCO | 18% | 0 | 1% | nt | nt | -1% | 0% | -3% | 2%
Cc1ccc(C(=O)NNc2ncnc3ccccc23)cc1 | 31% | -1 | -4% | -22% | 56µM* | -13% | 18% | -28% | 5%
Cn1c(=O)c2c(SCC(=O)NCC3CCCO3)nc(CC(C)(C)C)nc2n(C)c1=O (stereo not drawn) | 25% | -1 | -1% | nt | -2% | 0% | -3% | 5% | -7%
O=C(N/N=C/c1ccccn1)C(=O)N1CCCCCC1 | 28% | -4 | -4% | ? | -8% | -8% | 3% | -26% | 0%
CCN(CC)c1ccc(/C=N/NC(=O)c2ccoc2C)cc1 | 5% | ? | ? | ? | ? | 19% | 12% | -27% | -20%
O=C(c1ccc(Cl)cc1)[C@@H]1[C@@H]2C(=O)N(c3ccc(Cl)cc3)C(=O)[C@@H]2C2c3ccccc3C=NN21 (stereo partly drawn) | 24% | -1 | -1% | -20%[59 µM] | -7% | -6% | ? | -9% | -7%
COc1cc(OC)cc(-c2c(-c3ccc(F)cc3)c3cc(-c4ccc5[nH]ccc5c4)ccc3n2C)c1 | 7% | 0 | -6% | 4%[0.501 µM] | -6% | 13% | 31%[activator] | -32% | 2%
CC(C)(C)OC(=O)NCCCCCNC(=O)c1nc[nH]c1C(=O)N1CCN(C(=O)OC(C)(C)C)CC1 | 24% | -3 | -2% | 9%[0.501 µM] | -10% | 1% | 2% | -21% | -13%
COc1cccc(-c2nn(-c3ccccc3)cc2C(=O)n2nnc3ccccc32)c1 | 25% | 14 | 5% | 25% | -1% | 3% | 6% | -3% | -11%
CCN1C(=O)C2(/C(=C(\O)c3ccc4c(c3)OCCO4)C(=O)C(=O)N2CCCOC)c2ccccc21 (stereo not drawn) | 20% | 0 | -3% | ? | -3% | 11% | -11% | -18% | -3%
c1ccc(-c2nc(N3CCNCC3)nc3ccccc23)cc1 | 55% | -1 | 2% | 13%[0.501 µM] | ? | 22% | 1% | 9% | -6%
CCOC(=O)C(NC(=O)c1ccccc1)(Nc1cccc(C)n1)C(F)(F)F (stereo not drawn) | 48%[activator] | 7 | 2% | -11%[59 µM] | -12% | -1% | 6% | -13% | -8%
CCOc1ccc(Oc2ccc(Cl)cc2NC(=O)CCNC(C)=O)cc1 | 9% | 1 | i | 1%[59 µM] | -23% | -3% | 5% | -22% | -10%
CN(c1ccccc1)S(=O)(=O)c1ccc(NC(=O)COc2ccccc2)cc1 | 28% | -1 | -3% | 3% | -2% | -17% | 12% | 4% | -15%
O=C(/C=C/c1ccc2c(c1)OCO2)NC1CCCC1 | 26% | 2 | -7% | -1%[0.501 µM] | 9% | -22% | 4% | -10% | -15%
CC(=O)OCC(=O)C1(O)CCC2C3CC(C)C4=CC(=O)CCC4(C)C3C(O)CC21C (stereo not drawn) | 16%[57 µM] | 2 | i | nt | nt | -5% | 1% | 8% | -8%
COc1cc(C(=O)N2CCC(c3nc(-c4cccnc4)no3)CC2)cc(OC)c1OC | 31%[activator] | 3 | 1% | ? | 11% | 0% | 1% | 0% | -4%
CCOc1cc(C(=O)Nc2cc(C)ccn2)cc(OCC)c1OCC | 37% | 4 | 0% | -22% | -3% | -13% | -7% | -2% | -7%
O=[N+]([O-])c1cccc(/C=N/Nc2nc(NCc3ccccc3)nc(N3CCOCC3)n2)c1 | 31% | 2 | -1% | -21%[59 µM] | -2% | -7% | ? | -4% | -8%
COc1ccc(C2C(C(N)=O)=C(C)Nc3ncnn32)cc1 (stereo not drawn) | 52% | 1 | i | 8% | 11% | 9% | 1% | -4% | -9%
CCCc1cc(=O)[nH]c(SCC(=O)N2c3ccccc3NC(=O)C2(C)C)n1 | 33% | 1 | 0% | nt | nt | 3% | nt | -5% | -6%
CSc1nc(C)c(CCOC(=O)c2cccc(Cl)c2)c(=O)[nH]1 | 41%[activator] | -2 | i | nt | 4% | -11% | 2% | -11% | -1%
Cc1cccc(C)c1NC(=O)Cn1c(=O)n(Cc2ccccc2Cl)c(=O)c2cccnc21 | 18% | 1 | -4% | 4%[59 µM] | 1% | 3% | -4% | 6% | -13%
CCCN(CC(=O)Nc1ccccc1C)C(=O)C1CCN(S(=O)(=O)c2ccccc2C(F)(F)F)CC1 | 21% | 7 | 4% | -35% | -6% | 0% | -4% | -18% | -23%
Cc1cccc(C(=O)NCC(=O)OCC(=O)NC2CCCCC2)c1 | 21%[57 µM] | 1 | 0% | nt | nt | -17% | -1% | -3% | -14%
N=C(c1ccc([N+](=O)[O-])cc1)N1CCCCCC1 | 26% | -2 | 2% | -5% | -6% | -8% | -2% | -3% | -11%
N#Cc1cc(N2CCCCC2)c([N+](=O)[O-])cc1C#N | 48%[activator] | 0 | -10% | 2% | -12% | 1% | -2% | 2% | -5%
COc1ccc(-c2cc(C(=O)OCC(=O)N3CCOCC3)c3ccccc3n2)cc1 | 47%[activator] | 2 | -6% | nt | nt | -21% | 4% | 14% | -8%
Cc1ccc(C(CC(=O)N2CCCCC2)c2ccccc2)c(O)c1C (stereo not drawn) | 27% | 3 | -3% | 22% | -8% | 2% | 8% | -1% | -20%
CCOc1cccc(C(=O)N2CCC(c3nc4ccccc4s3)CC2)c1 | 55%[activator] | 3 | -5% | 5%[59 µM] | -12% | 0% | -9% | 0% | -15%
Cc1cccc(C)c1NC(=O)/C(C#N)=C/c1cccs1 | 11% | 17 | 4% | 7%[0.501 µM] | -4% | 1% | 38%[activator] | -5% | -3%
COCCOC(=O)C1=C(C)NC2=C(C(=O)CC(c3cccs3)C2)C1c1ccsc1 (stereo not drawn) | 46%[activator] | 6 | 4% | -44% | -3% | 21% | -9% | 0% | ?
CC(C)CC1NC(=O)N(CC(=O)Nc2ccc(-c3ccccc3)cc2)C1=O (stereo not drawn) | 4% | -3 | -2% | -2%[12.7 µM] | 8% | -7% | -4% | -11% | -15%
CCCOc1ccc(N2CC(C(=O)Nc3cccc(Cl)c3Cl)CC2=O)cc1 (stereo not drawn) | 47%[activator] | -9 | 0% | -21%[59 µM] | -13% | -7% | 0% | -17% | -12%
C[C@H](CO)N1C[C@H](C)[C@H](CN(C)Cc2ccc(C(=O)O)cc2)OCc2ccccc2-c2c(n(C)c3ccccc23)C1=O | nt | -4 | 5% | nt | nt | 3% | nt | nt | -18%
COc1ccc(Cc2nc(-c3ccc(-n4cccc4)cc3)no2)cc1OC | -2% | -1 | -4% | ? | ? | 0% | 14% | ? | -17%
CCCCOC(=O)c1ccc(NC(=O)COC(=O)c2ccc3ncsc3c2)cc1 | 2% | -15 | -2% | -12%[12.7 µM] | -37% | -5% | 17% | -15% | -11%

Part of the list above, reformatted:
| Structure | HP1b binding inh | PI4K2A inh | PGK inhibitor | G9a inh | BAZ2B inh | GLS inh | Pin1 inh | JMJD2A Tudor inh | POLH inh |
| --- | --- | --- | --- | --- | --- | --- | --- | --- | --- |
| Cc1cccc(C)c1NC(=O)/C(C#N)=C/c1cccs1 | 11% | 17 | 4% | 7%[0.501 µM] | -4% | 1% | 38%[activator] | -5% | -3% |
| COCCOC(=O)C1=C(C)NC2=C(C(=O)CC(c3cccs3)C2)C1c1ccsc1 (stereo not drawn) | 46%[activator] | 6 | 4% | -44% | -3% | 21% | -9% | 0% | ? |
| CC(C)CC1NC(=O)N(CC(=O)Nc2ccc(-c3ccccc3)cc2)C1=O (stereo not drawn) | 4% | -3 | -2% | -2%[12.7 µM] | 8% | -7% | -4% | -11% | -15% |
| CCCOc1ccc(N2CC(C(=O)Nc3cccc(Cl)c3Cl)CC2=O)cc1 (stereo not drawn) | 47%[activator] | -9 | 0% | -21%[59 µM] | -13% | -7% | 0% | -17% | -12% |
| C[C@H](CO)N1C[C@H](C)[C@H](CN(C)Cc2ccc(C(=O)O)cc2)OCc2ccccc2-c2c(n(C)c3ccccc23)C1=O | nt | -4 | 5% | nt | nt | 3% | nt | nt | -18% |
| COc1ccc(Cc2nc(-c3ccc(-n4cccc4)cc3)no2)cc1OC | -2% | -1 | -4% | ? | ? | 0% | 14% | ? | -17% |
| CCCCOC(=O)c1ccc(NC(=O)COC(=O)c2ccc3ncsc3c2)cc1 | 2% | -15 | -2% | -12%[12.7 µM] | -37% | -5% | 17% | -15% | -11% |
